HEK293 NOD2/NF-kB: inhibition of NOD2-driven NF-kB reporter – cell-based, luminescence, uHTS, HEK293 (AID 1566) | HEK293 NOD2/NF-kB luciferase reporter, luminescence; higher % means a stronger effect | one-dose inhibition, % at 4 µM; EC50 in µM for titrated hits | 290,000 tested, 0.63% active; note: many of its hits are not listed in these tables
Myeloid diff 2: myeloid differentiation induction; ER-HoxA9 myeloid progenitors, lysozyme-GFP differentiation, flow cytometry; calls only at 10 µM; 360,000 tested, 1% active; AID 624256;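 active = normalized GFP-positive differentiation at or above the plate's own cutoff, the solvent-only control mean plus 3 SD; inconclusive = no clear call, values can overlap the other calls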;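 note: cells exposed to compound for four days before flow analysis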
Dengue-2 NS5 capping: flavivirus cap methylation enzyme inhibition – biochemical, confirmation dose response, primary screen (AID 588689). 340,000 tested, 0.3% active. one-dose inhibition, % at 25 µM; IC50 in µM for titrated hits. Dengue-2 NS5 methyltransferase capping enzyme assay, biochemical; higher % means a stronger effect; in the data active = a potency from the dose series; inconclusive = inhibition above about 29% without an active follow-up result
XIAP displacement: small molecules displacing peptide from XIAP – biochemical, IAP family, fluorescence polarization (AID 1018); XIAP BIR domain, fluorescence polarization peptide displacement; higher % means a stronger effect; displacement, % at 20 µM; hits with a dose series show IC50 in µM; 200,000 tested, 0.007% active; in the data active = displacement above about 50%; note: a part of the inactive calls stands beside numbers as strong as those of hits
Siah-1 displacement: blockers of Siah-1 interaction with plectin peptide – biochemical, fluorescence polarization, rhodamine-plectin, uHTS, primary screen (AID 1817). Siah-1 / rhodamine-plectin peptide fluorescence polarization; higher % means a stronger effect. displacement, % at 20 µM; hits with a dose series show IC50 in µM. 290,000 tested, 0.02% active;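 active = displacement of at least 50% at 20 µM, with a fluorescence ratio check between 0.3 and a set limit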;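 note: plate controls were Siah plus tracer with DMSO for no effect and tracer alone without Siah for full effect; strong numbers were not always called active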
HIV fusion peptide: cell-free HIV fusion peptide-binding blockers – biochemical, uHTS, fluorescence dequenching, primary screen (AID 1986); cell-free peptide binding, fluorescence dequenching, 30 min; higher % means a stronger effect; one-dose inhibition, % at 20 µM; IC50 in µM for titrated hits; 290,000 tested, 0.3% active; in the data active = inhibition mostly above about 52%, no sharp cut-off; inactive = mostly below about 76%; note: some results filed as inactive read as strong as hits
LYP phosphatase: inhibitors of LYP phosphatase, biochemical, fluorescence intensity, uHTS (AID 1779). recombinant LYP phosphatase, fluorescence intensity; higher % means a stronger effect. inhibition, % at 11.5 µM; hits with a dose series show IC50 in µM. 290,000 tested, 0.054% active;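 note: plate controls were vehicle with enzyme for no effect and no enzyme for full effect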
Lipid droplet: modulators of hepatic lipid droplet formation. AML12 mouse hepatocytes, oleate lipid droplets, BODIPY imaging. inhibition, % at 6.5 µM. 240,000 tested, 0.4% active;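 active = lipid droplet intensity inhibited by at least 50%, with more than 500 cells counted; inconclusive = wells with under 300 cells, treated as cytotoxic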
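Assay system: AML12 hepatocytes (mouse); Probe or stimulus: oleic acid at 100 µM to induce lipid droplet formation; Dosing: compound at 6.5 µM only; Schedule: compound with oleate, overnight; Detection: fluorescence imaging, 20x objective, two fields per well; Measure: % inhibition of lipid droplet signal.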
AID2073: disruptors of CaV2.2 binding to Mint1 – biochemical, HTRF (AID 2073) | 290,000 tested, 0.19% active | one-dose inhibition, % at 20 µM; IC50 in µM for titrated hits | HTRF protein-protein interaction, Mint1-CaV2.2; higher % means a stronger effect; in the data active = inhibition mostly above about 51%, no sharp cut-off; inconclusive = no clear call, values can overlap the other calls; inactive = mostly below about 53%; note: some results filed as inactive read as strong as hits
Lipid droplet cells 6.5 µM: second read-out of Lipid droplet, no call of its own (marks repeat the call); cell count; measured here: cell count, cytotoxicity flag;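 cells counted across two imaged fields per well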
Dengue-2 NS5 capping pilot replicate: second read-out of Dengue-2 NS5 capping, no call of its own (marks repeat the call); inhibition, %; measured here: pilot screen replicate inhibition
Myeloid diff 2 GFP+ MAC1+ %: further read-out of Myeloid diff 2, marked with its call; GFP+ MAC1+ double positive, %; measured here: differentiation confirmed by MAC1 staining
* hit, by the source's call; i = inactive; ? = inconclusive; / = no result given. Cut-off read from the data, not from the text of the source, unless noted: active = inhibition above about 50%; inactive = the rest.

SMILES	HEK293 NOD2/NF-kB	Myeloid diff 2	Myeloid diff 2 GFP+ MAC1+ %	Dengue-2 NS5 capping	XIAP displacement	Siah-1 displacement	HIV fusion peptide	LYP phosphatase	Lipid droplet	Lipid droplet cells 6.5 µM	AID2073	others
Cc1ccc(Cl)cc1N1CCN(C(=O)c2ccc(CN3CCOCC3)cc2)CC1	7%	i	5.4	1%	-2.7%	7%	0.5%	0%	1	731	-2%
Cc1cc(Nc2ccc3c(c2)OCCO3)c2cccc(C)c2n1	0%	i	2.3	3%	-2.5%	3%	0.8%	5%	3	658	31%
O=C(CCSc1nc(-c2ccco2)cc(C(F)(F)F)n1)NCC1CCCO1 (configuration not stated)	-1%	i	1.2	-2%	-5.3%	-2%	1.9%	9%	-25	701	-9%
O=C(Nc1ccc(CN2CCOCC2)cc1)c1ccco1	-23%	i	0.7	5%	/	6%	-0.4%	1%	-2	871	6%	Dengue-2 NS5 capping pilot replicate=-2.1
CSc1ccc(C(=O)C2CCCN(C(=O)CCc3c(C)nn(C)c3C)C2)cc1 (configuration not stated)	50%*	i	3.0	5%	/	10%	2.6%	-9%	-6	680	-6%
Cc1ccc(NC(=O)Nc2cnccn2)cc1	-25%	i	1.0	-10%	/	-1%	0.2%	-8%	0	813	8%
COc1ccc(C(=O)Nc2nc(C)c3cc4c(cc3n2)OCO4)cc1	7%	i	0.2	/	-7.2%	0%	-1.2%	-8%	-11	547	16%
O=c1c2cc(F)ccc2[nH]c(=S)n1CCCN1CCOCC1	10%	i	1.7	-7%	-6.3%	3%	1.7%	-2%	/	/	-6%
Cc1ccc2[nH]cc(CCNC(=O)c3cccs3)c2c1	-11%	i	0.1	-5%	/	-5%	0.3%	-6%	-7	834	19%
COc1ccccc1NC(=S)N(Cc1cccnc1)Cc1ccco1	6%	i	1.0	-4%	-10%	-3%	0.3%	-2%	0	711	3%
COc1cc(OC)c(NS(=O)(=O)c2ccc3c(c2)NC(=O)CO3)cc1Cl	14%	i	4.1	0%	/	0%	-1.1%	-8%	2	695	-1%
Cc1[nH]n(-c2ccccc2)c(=O)c1C=Nc1ccc(S(=O)(=O)N=C(N)N)cc1	14%	i	0.3	0%	/	5%	-1.8%	-2%	-20	584	7%
COCC(=O)NCCNc1nc2ccc(C)cc2cc1C	14%	i	0.5	-3%	-4.0%	3%	0.1%	-6%	/	/	8%
CS(=O)(=O)Nc1ccc(C(=O)NCc2cccnc2)cc1	6%	i	0.8	1%	-1.4%	0%	-2.1%	-6%	0	781	0%
COc1ccc(C(CNC(=O)c2ccc(S(=O)(=O)Nc3ccc(F)cc3)cc2)N(C)C)cc1 (configuration not stated)	16%	i	0.4	-3%	/	-2%	-0.6%	-11%	-23	746	0%
COC(=O)/C=C1\C(=O)N(c2nc3ccccc3s2)C(=S)N1c1ccc(F)cc1	-11%	i	2.7	5%	-3.1%	-3%	2.4%	5%	/	/	7%
Cc1ccccc1C(=O)N(C)Cc1ccccc1	-15%	i	0.9	6%	3.8%	4%	-0.6%	3%	-6	720	2%
Cc1c(Cl)c([N+](=O)[O-])nn1Cc1ccc(C(=O)Nc2ccc(Cl)cn2)o1	7%	i	2.5	-1%	-6.3%	7%	-0.3%	-6%	-17	572	-1%
C/C(=N\OCC(=O)NC(C)C)c1cccs1	3%	i	0.7	-7%	-4.8%	18%	-1.1%	-7%	-3	737	2%
CN1C(=O)C(CC(=O)NC2CCCCC2)N(C)C1=O (configuration not stated)	11%	i	0.5	2%	-6.4%	-2%	-1.5%	-1%	2	660	0%
CC(=O)N1c2ccc(S(=O)(=O)N3CCC(C(=O)Nc4cccc(C)c4C)CC3)cc2CC1C (configuration not stated)	10%	i	0.0	-4%	/	-2%	-0.7%	-7%	-4	681	-1%
Cc1cccc(NC(=O)c2cc(S(=O)(=O)N3CCCC3)cn2C)c1	0%	i	2.3	-1%	/	3%	-1.8%	-5%	-6	817	3%
COc1ccc(-c2nnc(SCCOc3cccc(C)c3)n2N)cc1	14%	i	0.5	-2%	0.3%	-4%	-0.1%	-4%	-10	743	-9%
CCCCOC(=O)Cn1c(=O)c2c(nc3n2CCCCN3c2ccc(C)cc2)n(C)c1=O	22%	i	1.6	3%	-2.4%	-6%	-1.5%	-2%	/	/	2%
CC(C)(C)NCc1ccc(OCc2cccs2)cc1	-22%	i	0.3	-5%	-2.4%	-4%	1.7%	-1%	5	779	-4%
Cc1ccc(S(=O)(=O)NCC(c2ccccc2)N2CCN(CCC#N)CC2)cc1 (configuration not stated)	6%	i	0.9	-13%	-4.3%	4%	-1.2%	-4%	-10	582	31%
CC(=O)Nc1ccc(Br)c(Cl)c1	20%	i	0.8	2%	/	4%	0.0%	-7%	1	635	-1%
O=C(CSc1nnc(Nc2ccccc2)s1)NCCN1C(=O)CSC1=O	-5%	i	3.1	1%	-11%	5%	-0.1%	-4%	-19	518	-13%
Cc1ccc(/C=C(\NC(=O)c2ccccc2)C(=O)NC(Cc2ccccc2)C(=O)O)cc1 (configuration not stated)	13%	i	0.4	-1%	-0.7%	6%	3.1%	-6%	-22	694	0%
Cn1c(N)c(C(=O)COC(=O)c2cccs2)c(=O)n(C)c1=O	-14%	i	1.1	-8%	-6.7%	-1%	0.4%	1%	1	669	-5%

Quoted from the listing (3 entries):
SMILES	HEK293 NOD2/NF-kB	Myeloid diff 2	Myeloid diff 2 GFP+ MAC1+ %	Dengue-2 NS5 capping	XIAP displacement	Siah-1 displacement	HIV fusion peptide	LYP phosphatase	Lipid droplet	Lipid droplet cells 6.5 µM	AID2073	others
O=C(CSc1nnc(Nc2ccccc2)s1)NCCN1C(=O)CSC1=O	-5%	i	3.1	1%	-11%	5%	-0.1%	-4%	-19	518	-13%
Cc1ccc(/C=C(\NC(=O)c2ccccc2)C(=O)NC(Cc2ccccc2)C(=O)O)cc1 (configuration not stated)	13%	i	0.4	-1%	-0.7%	6%	3.1%	-6%	-22	694	0%
Cn1c(N)c(C(=O)COC(=O)c2cccs2)c(=O)n(C)c1=O	-14%	i	1.1	-8%	-6.7%	-1%	0.4%	1%	1	669	-5%

(more compounds)
SMILES	HEK293 NOD2/NF-kB	Myeloid diff 2	Myeloid diff 2 GFP+ MAC1+ %	Dengue-2 NS5 capping	XIAP displacement	Siah-1 displacement	HIV fusion peptide	LYP phosphatase	Lipid droplet	Lipid droplet cells 6.5 µM	AID2073	others
CCOc1ccc(S(=O)(=O)NC2CC2)cc1C(N)=O	-16%	i	0.5	-1%	-5.9%	-5%	-0.8%	1%	-1	757	2%
O=C(Nc1ccccc1)N(Cc1cccs1)C1CCCC1	1%	i	0.8	1%	-3.6%	-1%	-3.3%	6%	-8	777	-5%
CCOc1cc(NC(=S)NCC2CCCO2)c(OCC)cc1NC(=O)c1cccc(C)c1 (configuration not stated)	17%	i	0.8	3%	-2.0%	2%	0.1%	-6%	/	/	-5%
CCOc1cc(N2CCOCC2)c(OCC)cc1NC(=O)Cc1cccc2ccccc12	-2%	i	0.4	-4%	-1.7%	-4%	-3.5%	-5%	7	809	-12%
O=C(CCc1ccc(Oc2cc([N+](=O)[O-])cc([N+](=O)[O-])c2)cc1)N1CCCCCC1	-35%	i	0.4	-4%	0.7%	-5%	-2.7%	6%	0	629	9%
CCOC(=O)NN1C(=O)c2ccccc2NC1c1ccc(OC)c(OC)c1 (configuration not stated)	12%	i	0.6	-4%	-6.2%	10%	-0.8%	-8%	6	739	24%
CCOc1cc(/C=N/NC(=O)COc2nc(C)cc(COC)c2C#N)ccc1O	7%	i	0.1	-2%	-3.8%	1%	-2.3%	2%	-3	672	2%
CCn1c(SCC(=O)Nc2ccc(N(C)C)cc2)nnc1-c1cccc(C)c1	-26%	i	0.8	-3%	-6.4%	0%	-0.6%	3%	/	/	-24%
CC1=CCC2C(=O)N(c3ccc(Br)cc3C)C(=O)C2C1 (configuration not stated)	7%	i	0.5	-6%	-2.0%	-3%	1.8%	-14%	-7	760	7%
O=C(NC(=S)N1CCN(C/C=C/c2ccccc2)CC1)c1cccnc1	-4%	i	0.5	-11%	/	0%	0.5%	-7%	2	665	-19%
CCOC(=O)C1CCN(c2c(NCCN(CC)c3ccccc3)c(=O)c2=O)CC1	18%	i	0.5	-2%	/	-2%	-0.6%	-1%	-2	722	4%
COc1ccc(N2CCN(C3CCN(S(=O)(=O)c4ccc(F)cc4)CC3)CC2)cc1	-2%	i	1.7	1%	/	-3%	-0.3%	-7%	2	717	-2%
O=C(Nc1ccc(CN2CCCCC2)cc1)c1c(F)c(F)c(F)c(F)c1F	-4%	i	0.1	-3%	-9.8%	-2%	-1.1%	-7%	-17	619	-8%
O=C(C[n+]1cc(-c2ccccc2)n2c1CCC2)Nc1nc(-c2ccccc2)cs1	-2%	i	0.5	-5%	-7.9%	-1%	-0.9%	6%	-6	690	0%
CCC(=O)c1ccc(Oc2nc3c(c(=O)n(C)c(=O)n3C)n2CC)cc1	25%	i	0.0	/	/	8%	0.9%	-8%	-3	811	3%
COc1ccc(CNC(=O)c2cc3c(s2)CN(Cc2ccccc2)C3)cc1	-9%	i	0.6	-7%	-6.3%	-6%	-0.3%	-3%	-34	541	9%
CC1CCCCC1NC(=O)COC(=O)c1c2c(nc3ccccc13)/C(=C/c1ccco1)CC2 (configuration not stated)	3%	i	0.5	13%	-0.5%	35%	57%	25%	36	598	66%
Cc1cc(-n2cnnn2)ccc1C(C)C	-12%	i	0.5	1%	-0.8%	-1%	-1.7%	-6%	24	727	-1%
O=C(/C=C/c1ccoc1)c1ccccc1O	12%	i	1.1	-7%	-0.6%	-2%	20%	-4%	-24	663	?
COc1ccc(N2C(=O)c3ccccc3NC23C(=O)N(C)c2ccccc23)cc1 (configuration not stated)	8%	i	0.8	-1%	-4.8%	0%	0.0%	-1%	-1	792	6%
Cc1ccc(SCC(=O)Nc2ncc(C)s2)cc1	-9%	i	0.6	3%	-1.3%	-1%	-1.5%	-3%	/	/	-13%
COc1ccc(Cl)cc1S(=O)(=O)Nc1ncn[nH]1	4%	i	0.3	-8%	/	-1%	0.8%	-6%	-2	799	5%
COc1cccc(C(=O)NCCNC(=O)c2ccccn2)c1	-14%	i	0.6	2%	/	0%	1.4%	-4%	0	828	7%
S=C1NC(c2ccccc2)=NCN1c1ccc(Cl)cc1	-40%	i	0.8	-3%	-2.2%	1%	-2.9%	-1%	18	805	-14%
CC(=O)c1ccc(N2CCN(S(=O)(=O)c3ccc(-c4cnc(C5CC5)o4)cc3)CC2)cc1	27%	i	6.4	-10%	/	9%	0.4%	-12%	-4	692	21%
CCOC(=O)c1ccc(Nc2ccc(-c3ccc(OC)c(OC)c3)nn2)cc1	-4%	i	1.2	4%	-6.9%	5%	1.5%	3%	/	/	14%
COc1cc(/C=C2\SC(N)=NC2=O)cc(Br)c1O	2%	i	1.5	-51%	/	-8%	26%	-10%	6	787	2%

Bioassay records: PubChem, several laboratories

The list is partial; count on the stated rates, not on these rows.
